Bioassay records as filed in PubChem.
ALOX12 inh: blocks human arachidonate 12S-lipoxygenase; Potency, µM (doses to about 108 µM), for the others: top-dose activity change, negative = inhibition, most hits filed as inhibitors; purified 12hLO, xylenol orange hydroperoxide absorbance; 1.1% of 580,000 active; P18054; active = well fitted inhibition curve with a large enough effect; inconclusive = small, poorly fitted or top-dose-only effect, or another doubt; inactive = no such curve, though single readings can be large or run the other way
Target sequence (P18054 whole entry, looked up): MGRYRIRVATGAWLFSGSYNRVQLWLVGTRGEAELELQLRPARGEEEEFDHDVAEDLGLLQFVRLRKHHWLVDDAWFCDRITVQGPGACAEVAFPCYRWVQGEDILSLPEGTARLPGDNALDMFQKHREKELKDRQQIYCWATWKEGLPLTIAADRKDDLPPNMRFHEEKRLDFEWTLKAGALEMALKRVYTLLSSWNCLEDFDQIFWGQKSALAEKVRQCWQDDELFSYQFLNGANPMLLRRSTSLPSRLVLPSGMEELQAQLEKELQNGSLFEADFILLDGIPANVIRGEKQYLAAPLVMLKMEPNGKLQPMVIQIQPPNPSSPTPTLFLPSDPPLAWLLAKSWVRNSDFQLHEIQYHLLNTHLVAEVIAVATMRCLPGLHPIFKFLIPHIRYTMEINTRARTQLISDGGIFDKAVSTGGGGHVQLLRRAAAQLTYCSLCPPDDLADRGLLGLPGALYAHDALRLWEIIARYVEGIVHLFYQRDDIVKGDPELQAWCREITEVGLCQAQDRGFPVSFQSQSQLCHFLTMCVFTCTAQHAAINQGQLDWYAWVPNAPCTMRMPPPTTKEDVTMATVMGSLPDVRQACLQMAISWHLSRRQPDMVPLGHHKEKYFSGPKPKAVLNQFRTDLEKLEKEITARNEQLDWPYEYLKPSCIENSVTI
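Hydroperoxide product was detected by ferrous iron/xylenol orange as the 573 to 405 nm absorbance ratio. Arachidonic acid at 40 uM (final) was turned over for 30 min at room temperature by 150 nM human 12hLO, pH 7.0 Hepes buffer, after 15 min compound preincubation.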
* = called active by the depositor; ? = inconclusive; [ ] = remark or other dose. % is set by controls: 0 for no effect and ±100 for the full control effect; potency is the fitted concentration of half-maximal effect. An excerpt. The share of hits here may be higher or lower than overall.

SMILES	ALOX12 inh
CSCC(=O)N1C[C@@H]2C[C@H](C1)c1ccc(-c3ccccc3CN(C)C)c(=O)n1C2	5%[176 µM]
COc1cccc(-c2ccc3c(c2)C2c4cnnn4-c4ccccc4C(=O)N2CC3)c1 (centres undefined)	1%
N#Cc1cccc(NC(=O)N2CC[C@@]3(CCCN(C(=O)Oc4ccccc4)C3)C2)c1	5%[57.4 µM]
C=C1C[C@H]2[C@H]3CCC(=O)[C@@]3(C)CC[C@@H]2[C@@]2(C)C=CC(=O)C=C12	0%[57.4 µM]
O=C(c1cn[nH]c1-c1ccc(F)cc1)N1CCC2(CC1)OCCO2	29%
Cc1cccc(OCC(=O)N2[C@H]3CC[C@@H]2c2cnc(-c4ccc(F)cc4)nc2C3)c1	25%
COc1ccccc1N1CCN(C(=O)[C@H]2CN3CCC2C[C@@H]3Cn2cc(-c3ccccc3)nn2)CC1 (some centres undefined)	38%[activator]
Cc1ccc(C(=O)N2[C@H]3CC[C@@H]2c2cnc(C)nc2C3)c(C)c1	20%
O=[S+]1([O-])NC2(CCN(Cc3ccccn3)C2)CNc2ccccc21 (centres undefined)	58%[activator]
Cc1[nH]c2ccccc2c1C(=O)C(C)NC(C)c1ccc(F)c(F)c1 (centres undefined)	15%
CCOC(=O)[C@]12Cc3cc(Cl)ccc3[C@H]1N(C)C(=O)c1cc(OC)ccc12	?
CN1CCN2C(=O)N(c3ccccc3)C[C@H]2C1	45%[activator][176 µM]
CCCOC(=O)c1ccc(Oc2coc3cc(OC(=O)N(C)C)ccc3c2=O)cc1	17%
O=C(c1sc2cc(F)ccc2c1Cl)N1CCC2(CC1)OCCO2	7%
COc1cc2c(cc1Oc1ccccc1)NC(=O)C21CCN(Cc2ccccc2)CC1	?
COC(=O)[C@H]1[C@H](CO)[C@H]2Cn3c(cccc3=O)[C@H]2N1CC1CC1	?
COc1ccc2c(c1)C1(CCN(C(=O)NCC(C)C)C1)C(=O)N2 (centres undefined)	12%
C=CCN(C)C[C@H]1CN2CC[C@H]1C[C@@H]2CNC(=O)c1ccc(N(C)C)cc1	63%[activator][176 µM]
CCC1(N2CCN(C(=O)Cc3ccccc3F)CC2)CCN(S(C)(=O)=O)C1 (centres undefined)	62%[activator]
CCOC(=O)[C@]12Cc3cc4ccccc4cc3[C@H]1N(Cc1ccccc1)C(=O)c1ccccc12	?
CN(C)C(=O)[C@H]1CN2CCC1C[C@@H]2Cn1cc(-c2ccc(-c3ccccc3)cc2)nn1 (some centres undefined)	-15%[176 µM]
C=C[C@H]1CN2CC[C@H]1C[C@@H]2CNC(=O)C(N)=O	19%[176 µM]
C=CCNC(=O)NC(=O)COC(=O)c1cn(C)c2ccccc12	8%
CCCC[N+]1(C)[C@H]2CC(OC(=O)[C@H](CO)c3ccccc3)C[C@H]1[C@H]1O[C@H]12 (some centres undefined)	-14%[57.4 µM]
CN(C)C(=O)[C@H]1CN2CCC1C[C@@H]2Cn1cc(CCO)nn1 (some centres undefined)	3%[176 µM]
CN(Cc1ccsc1)C(=O)CCl	?
O=C1CC(c2ccccc2)[Se]C(c2ccccc2)C1 (centres undefined)	?
C=CCN1C[C@H](C)N([C@H](c2ccc(C(=O)N(CC)CC)cc2)c2cccc(OC)c2)C[C@H]1C	0%
Cc1ccccc1-c1cnc2[nH]cc(CC(=O)N3CCN(C)CC3)c2c1	11%[176 µM]
CC(C)CNC(=O)/C=C/c1ccc(C(C)C)cc1	?
NC1(c2ccccc2)CC1	-4%
C=CCN(C)C(=O)[C@H]1CN2CCC1C[C@@H]2Cn1cc(CCO)nn1 (some centres undefined)	38%[activator][176 µM]
Cn1nc(-c2ccc(F)cc2)cc1[C@H]1CN2CC[C@H]1C[C@@H]2CNCc1ccccn1	99%[activator][176 µM]
O=S(=O)(NC[C@H]1C[C@@H]2CCN1C[C@@H]2CN1CCc2ccccc2C1)c1ccc(Cl)cc1	-7%
C=CCSSCC=C	16%[176 µM]
COC(=O)[C@@H]1[C@@H](CO)[C@@H]2Cn3c(ccc(Br)c3=O)[C@H]1N2Cc1cc(F)ccc1F	-4%
CC(C)(C)CC(=O)N1C[C@@H]2C[C@H](C1)c1ccc(NC(=O)c3ccco3)c(=O)n1C2	9%[176 µM]
Cc1ncc2c(n1)C[C@@H]1CC[C@H]2N1C(=O)NC1CCCC1	24%
CN1CC[C@@H]2CN[C@H](c3ccccc3Br)C[C@@H]21	13%
Cc1cnc(C2CCC2)n1C1CCNCC1	65%[activator]
CCCC(=O)c1cn(Cc2ccc(C#N)cc2)c2ccccc12	?
Clc1ccc(C2NCc3ccccc3-n3cccc32)cc1 (centres undefined)	-29%
O=S1(=O)NC2(CCN(Cc3ccc(Cl)s3)C2)COc2ccncc21 (centres undefined)	3%[6.33 µM]
CN1CCN(C(=O)Cc2c[nH]c3ncc(-c4ccnn4C)cc23)CC1	5%[176 µM]
O=C1CO[C@H]2CN(Cc3ccccn3)C[C@H]2N1Cc1ccccn1	69%[activator][176 µM]
O=C(NC[C@H]1C[C@@H]2CCN1C[C@@H]2CN1CCOCC1)c1ccccc1	61%[activator][176 µM]
COc1ccc(C(=O)N2CCC3(CC2)c2nccn2-c2ccccc2CN3C)c(OC)n1	-7%
CCOC(=O)[C@]12Cc3ccc(C)cc3[C@H]1N(C1CCCCC1)C(=O)c1ccccc12	?
CC(=O)Nc1ccc2n(c1=O)C[C@H]1C[C@@H]2CN(C(=O)c2ccccn2)C1	3%[176 µM]
O=C(CC1CCCC1)N1[C@H]2CC[C@@H]1c1cnc(-c3ccc(F)cc3)nc1C2	9%
Cc1ccc(C(=O)N2CCC3(CC2)c2nccn2-c2ccccc2CN3C)c(C)c1	6%
CC(C)NC(=O)CN(C)C(=O)c1cn(Cc2ccccc2)c2ccccc12	-6%
CNCc1ccc2c(c1)OCO2	?
Cc1oc(-c2cccs2)nc1CC(=O)N1CCN(CC(=O)N2CCCCC2)CC1	8%
O=C(Nc1ccccc1F)N1[C@H]2CC[C@@H]1c1cncnc1C2	-6%
CCOC(=O)[C@]12Cc3ccccc3[C@H]1N(C1CCCCC1)C(=O)c1cc(OC)ccc12	-58%
O=S(=O)(NC[C@H]1C[C@@H]2CCN1C[C@@H]2CN1CCOCC1)c1ccccc1	9%[176 µM]
O=C1CO[C@H]2CN(Cc3ncc[nH]3)C[C@H]2N1Cc1ccccn1	114%[activator][176 µM]
Cc1nc(-c2ccccc2)cc([C@H]2CN3CC[C@H]2C[C@@H]3CN(Cc2ccco2)Cc2ccco2)n1	57%[activator]
c1ccc(C2=NOC3(CCCN(CC4CCCCC4)C3)C2)nc1 (centres undefined)	1%[6.33 µM]

Additional records follow:
SMILES	ALOX12 inh
COc1cc2c(cc1-c1cnn(C)c1)NC(=O)C21CCN(C(C)=O)CC1	27%[176 µM]
CCC(=O)N1CCC2(CC1)c1nccn1-c1ccccc1CN2CC(C)C	47%[activator]
Cc1nc(-c2ccccc2)cc([C@H]2CN3CC[C@H]2C[C@@H]3CNC(=O)C2CC2)n1	42%[activator][176 µM]
CN(C)CCc1c[nH]c2cccc(OP(=O)(O)O)c12	6%[176 µM]
N[C@H](CO)Cc1ccc(O)cc1	-8%
CCN(CC)CCNc1ccc([N+](=O)[O-])c2cccnc12	11%
C#C[C@H]1CN2CC[C@H]1C[C@@H]2CNCc1ccc(F)c(F)c1	49%[activator][176 µM]
c1ccc(CCN2CCC3CCNC3C2)cc1 (centres undefined)	?
Cc1[nH]nc2c1C(c1cccc(OCC(C)C)c1)SCC(=O)N2 (centres undefined)	21%
CC1CN2CCCC2CN1 (centres undefined)	9%[22.9 µM]
COc1ccc2c(c1)C1(CCN(C(=O)COc3cccc(C)c3)C1)C(=O)N2C (centres undefined)	-10%
CN(Cc1ccccc1)Cc1cn(C[C@H]2C[C@@H]3CCN2C[C@@H]3C(=O)N2CCOCC2)nn1	13%

Filtered by structure: the compounds so far containing an NH in an aromatic ring.
SMILES	ALOX12 inh
O=C(c1cn[nH]c1-c1ccc(F)cc1)N1CCC2(CC1)OCCO2	29%
Cc1[nH]c2ccccc2c1C(=O)C(C)NC(C)c1ccc(F)c(F)c1 (centres undefined)	15%
Cc1ccccc1-c1cnc2[nH]cc(CC(=O)N3CCN(C)CC3)c2c1	11%[176 µM]
CN1CCN(C(=O)Cc2c[nH]c3ncc(-c4ccnn4C)cc23)CC1	5%[176 µM]
O=C1CO[C@H]2CN(Cc3ncc[nH]3)C[C@H]2N1Cc1ccccn1	114%[activator][176 µM]
CN(C)CCc1c[nH]c2cccc(OP(=O)(O)O)c12	6%[176 µM]
Cc1[nH]nc2c1C(c1cccc(OCC(C)C)c1)SCC(=O)N2 (centres undefined)	21%

Going on with the list:
SMILES	ALOX12 inh
Cc1ccccc1-c1ccc2n(c1=O)C[C@H]1C[C@@H]2CN(C(=O)Nc2ccccc2)C1	39%[activator][176 µM]
O=C1CN(C(=O)c2cn(Cc3ccccc3)c3ccccc23)CCN1	-16%
Cn1ccn(C(F)(F)C(F)F)c1=[Se]	13%
COCCOc1cc2c(cc1C=O)OCO2	-55%
COc1ccc2c(c1)C1(CCN(C(=O)c3ccc(C)c(F)c3)C1)C(=O)N2C (centres undefined)	33%
CNCC(=O)c1ccc(O)c(O)c1	-16%
Brc1ccc(-c2ccc(CNC3CN4CCC3CC4)o2)cc1 (centres undefined)	-40%
CC(C)NCC(O)c1ccccc1Cl (centres undefined)	-8%[22.9 µM]
CC12Nc3ccccc3C(=O)N1Cc1cnnn1-c1cc3c(cc12)OCO3 (centres undefined)	?
COc1cccc(CC(=O)N2CCCCCC2CN2CCC(OC)CC2)c1 (centres undefined)	15%
C=CCNC(=O)NC[C@H]1C[C@@H]2CCN1C[C@@H]2c1cc(C(CC)CC)nc(-c2ccncc2)n1	27%
CCOCCCNC1CC(C)CC(C)(C)C1 (centres undefined)	?
COc1ccc(C(=O)c2c(C)n(CCN3CCOCC3)c3ccccc23)cc1	?
COc1cc2c(cc1OCc1ccccc1)N([S+](=O)([O-])c1cccc(C)c1)CC21CCN(C)CC1	-5%
COCCC(=O)N1[C@H]2CC[C@@H]1c1cnc(-c3ccc(F)cc3)nc1C2	1%
O=C(NC1CCCCC1)[C@H]1CN2CC[C@H]1C[C@@H]2Cn1cc(C2(O)CCCC2)nn1	3%[176 µM]
NC1CC1c1ccccc1C(F)(F)F (centres undefined)	?
COc1ccc(-c2cc([C@H]3CN4CC[C@H]3C[C@@H]4CN)nc(C)n2)cc1OC	74%[activator][176 µM]
Cc1[nH]c2ccccc2c1C=C(C#N)C#N	?
O=C(NC[C@H]1C[C@@H]2CCN1C[C@@H]2CN1CCOCC1)c1ccc(C(F)(F)F)cc1	66%[activator][176 µM]
CN(C)Cc1cn(C[C@H]2CC3CCN2C[C@@H]3C(=O)NCc2ccc3c(c2)OCO3)nn1 (some centres undefined)	0%[176 µM]
C[C@]12C=CC(=O)C=C1CC[C@@H]1[C@@H]2CC[C@]2(C)OC(=O)CC[C@@H]12	10%
COC(=O)C1(N(C)c2ccccc2)CCN(Cc2ccccc2)CC1	0%
Cn1cc(C(=O)N2CC[C@@](C)(O)[C@@H](O)C2)c2ccccc21	49%[activator]

5 entries drawn at random from the list so far:
SMILES	ALOX12 inh
O=C(NC[C@H]1C[C@@H]2CCN1C[C@@H]2CN1CCOCC1)c1ccc(C(F)(F)F)cc1	66%[activator][176 µM]
C[C@]12C=CC(=O)C=C1CC[C@@H]1[C@@H]2CC[C@]2(C)OC(=O)CC[C@@H]12	10%
Cc1[nH]c2ccccc2c1C=C(C#N)C#N	?
Cn1cc(C(=O)N2CC[C@@](C)(O)[C@@H](O)C2)c2ccccc21	49%[activator]
COc1ccc(C(=O)c2c(C)n(CCN3CCOCC3)c3ccccc23)cc1	?

Additional structures follow:
SMILES	ALOX12 inh
Cc1ccc(C)c2ccccc12	5%[176 µM]
CC[C@H]1CN2CC[C@H]1C[C@@H]2CNC(=O)Nc1cccc(SC)c1	19%[176 µM]
CN1CCC2(CC1)N1CC3(C)CN2CC(C)(C1)C3=O	-4%
COc1ccc2c(C)c(CC(=O)N3CCN(CCc4ccccn4)CC3)c(=O)oc2c1	0%
CCCCC/C=C\C/C=C\C/C=C\C/C=C\CCCCCC(=O)NCCO	-3%[12.5 µM]
COc1ccc(NC(=O)N2[C@H]3CC[C@@H]2c2cncnc2C3)cc1F	3%
Cn1cc(CN2CCN(C(=O)Cc3ccsc3)CC2)ccc1=O	13%
CCN(C(=O)CN1CC=C(c2ccccc2)CC1)C1CCS(=O)(=O)C1 (centres undefined)	9%
COc1cc2c(cc1Oc1cccc(N(C)C)c1)NC(=O)C21CCN(CC2CC2)CC1	50%[activator][176 µM]
COc1cc2c(cc1OCCN(C)C)NC(=O)C21CCN(Cc2ccccc2)CC1	40%[activator][176 µM]
CN1CCN(C(=O)Cc2cccn2-c2ccc(Cl)cc2)CC1	?
COCc1cn(C[C@H]2C[C@@H]3CCN2C[C@@H]3C(=O)NCc2ccccc2)nn1	12%[176 µM]
Cc1ccccc1-c1ccc2n(c1=O)C[C@H]1C[C@@H]2CN(S(=O)(=O)c2ccccc2C#N)C1	1%
c1ccc(N2CC3(CCNCC3)C2)cc1	-3%[57.4 µM]
Cc1noc(C)c1CC(=O)N1[C@H]2CC[C@@H]1c1cnc(-c3ccc(F)cc3)nc1C2	35%[activator]
C[C@H]1COc2cc(N3CCN(C)CC3)ccc2S(=O)(=O)N1	-6%
CC(=O)c1ccc(NC(=O)NC[C@H]2C[C@@H]3CCN2C[C@@H]3CN2CCN(C)CC2)cc1	?
O=S(=O)(NC[C@H]1C[C@@H]2CCN1C[C@@H]2CN1CCCCC1)c1ccccc1	?
Cc1ccccc1-c1ccc2n(c1=O)C[C@H]1C[C@@H]2CN(Cc2cccs2)C1	?
O[C@H]1COCCN(C2CCOCC2)C1	49%[activator][176 µM]
c1ccc(CCCN2CCC3(CCNCC3)C2)cc1	10%
C=C[C@H]1CN2CC[C@H]1C[C@@H]2CNC(=O)COCC(=O)O	29%[176 µM]
